High-throughput results deposited in PubChem by several laboratories.
APP transl inh – APP translation inhibition; SH-SY5Y APP 5'UTR-luciferase reporter, luminescence; inhibition, % at 2 µM; hit rate 0.82% among 190,000;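 active = inhibition above a set limit, derived from the sample mean plus 3 SD, cut at about 45% in these data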; also: values of inactives mirror those of a sister screen read the other way
FLuc act counter – affects firefly luciferase, flagging false hits in luciferase stimulation screens; activation factor at 10 µM; P08659; ATPlite luciferase biochemical, luminescence, 10 min; 0 = ATP-free wells, 1 = DMSO control; AID 1027; 200,000 tested, under 10 active;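 active = luciferase activation factor, scaled between plate controls, of at least 2 with compound at 10 µM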
Target sequence (P08659 whole entry, looked up): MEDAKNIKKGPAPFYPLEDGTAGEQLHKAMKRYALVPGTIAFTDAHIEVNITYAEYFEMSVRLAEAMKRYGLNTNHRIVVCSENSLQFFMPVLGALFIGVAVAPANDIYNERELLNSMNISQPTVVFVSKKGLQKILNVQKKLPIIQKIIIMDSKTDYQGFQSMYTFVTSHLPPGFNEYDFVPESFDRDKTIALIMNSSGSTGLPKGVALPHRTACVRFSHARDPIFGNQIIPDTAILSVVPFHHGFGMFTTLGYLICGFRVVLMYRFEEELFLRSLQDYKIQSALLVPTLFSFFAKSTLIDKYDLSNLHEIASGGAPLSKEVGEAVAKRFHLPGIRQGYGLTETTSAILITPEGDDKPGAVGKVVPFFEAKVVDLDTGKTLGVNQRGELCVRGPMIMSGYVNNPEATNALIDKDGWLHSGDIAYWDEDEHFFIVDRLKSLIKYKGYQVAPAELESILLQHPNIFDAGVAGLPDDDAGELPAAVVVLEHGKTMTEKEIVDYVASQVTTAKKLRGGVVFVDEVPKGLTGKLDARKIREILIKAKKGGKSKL
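Material: luciferase plus luciferin reagent, cell-free. Medium: PBS buffer for ATP. Also added: ATP substrate, dispensed from a 10.24 µM working solution in PBS. Doses: test compounds dosed from 2 mM stocks in 100% DMSO. Incubation: 10 min post-reagent at room temperature. Technique: light output (luminescence). Read-out basis: luminescence gain marking luciferase activators.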
FLuc inh counter – Photinus pyralis luciferase inhibition counter-screen; hit rate 1.5% among 200,000; P08659; ATPLite firefly luciferase biochemical luminescence, 10 min; AID 1006; inhibition, % at 10 µM;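 active = inhibition above about 50% when tested at 10 µM, limit read from the data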
HMGR II inh – inhibitors of class II HMG-CoA reductase from Enterococcus faecalis; purified E. faecalis HMGR, NADPH absorbance 340 nm kinetic; inhibition, % at 10 µM; hit rate 0.41% among 190,000; AID 1066;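 active = inhibition above a set limit, the median over all tested compounds plus 3 SD, cut at about 9.5% in these data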;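 also: enzyme runs in reverse so mevalonate oxidation gives rising NADPH absorbance; 0% = complete reaction with DMSO and 100% = background rate lacking mevalonate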
APP 5'UTR act – activates APP 5'UTR luciferase reporter | SH-SY5Y APP 5'UTR luciferase reporter, luminescence; zero percent = DMSO vehicle wells | activation, % at 2 µM | hit rate 1% among 190,000;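 active = activation above a set limit, based on mean plus 3 SD of controls, cut at about 140% in these data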; also: values of inactives mirror those of a sister screen read the other way
NF-kB neuron act – raises NF-kB expression in human neuronal cells | NF-kB reporter expression; hits give high values | fold change at 12.5 µM | hit rate 1.6% among 190,000; in the data active = fold change above about 3.3
G6PDH counter – L. mesenteroides G6PDH inhibition counter-screen. inhibition, % at 5 µM. AID 1020. hit rate 0.12% among 200,000. Purified L. mesenteroides G6PDH, diaphorase/resazurin coupled fluorescence, 45 min; in the data active = inhibition above about 50%
DTT redox prof – compounds producing H2O2 with reducing agent – biochemical, NIH compound library profiling, artefact control for MLSCN library redox annotation, primary screen; DTT-dependent redox cycling H2O2, phenol red/HRP absorbance; 100% = 100 µM peroxide control, 0% = buffer; activation, % at 10 µM; hit rate 0.03% among 200,000; AID 878;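 active = activation of at least 50% relative to the plate's high and low controls in the primary single-dose screen; inactive = activation below 50%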;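 also: compound incubated with DTT at 0.8 mM final as the reducing agent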
STAT1 activator – STAT1 signaling activation; hit rate 2.6% among 200,000; AID 932; NIH 3T3 STAT1-luciferase reporter, IFN-gamma, luminescence; 100% = IFN-gamma alone, no compound; activation (% of control), % at 5.5 µM;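 active = activation above the screen-wide mean activation plus 3 SD, cut at about 130% in these data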;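 also: raw ratio to IFN-gamma control signal so 100% means no change and 0% no light; values of inactives mirror those of a sister screen read the other way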
Hsp70 activator – Hsp70 transcriptional activation, primary screen; HeLa Hsp70 promoter luciferase reporter, luminescence; scaled: vehicle 0, proteasome-inhibitor control 100%; activation, % at 10 µM; hit rate 0.04% among 200,000;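 active = activation above the mean across all tested compounds plus 3 SD, cutoff set per campaign, cut at about 5.5% in these data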;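 also: 100% = MG132 at 30 µM as the positive control and 0% = DMSO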
* hit, by the source's call.

A first look (2 entries):
SMILES | APP transl inh | FLuc act counter | FLuc inh counter | HMGR II inh | APP 5'UTR act | NF-kB neuron act | G6PDH counter | DTT redox prof | STAT1 activator | Hsp70 activator
O=S(=O)(c1ccccc1)c1nc(-c2ccccc2)oc1N1CCCCC1 | 0 | 1 | -3 | -3 | 0 | 1.4 | 20 | 0.0 | 98 | 0.4
CCN1CCN(c2oc(COc3ccc(-c4ccccc4)cc3)nc2C#N)CC1 | 4 | 1.1 | -7 | -1 | -4 | 0.81 | -4 | 1.7 | 98 | 0.3

The list itself, repeating the preview:
SMILES | APP transl inh | FLuc act counter | FLuc inh counter | HMGR II inh | APP 5'UTR act | NF-kB neuron act | G6PDH counter | DTT redox prof | STAT1 activator | Hsp70 activator
O=S(=O)(c1ccccc1)c1nc(-c2ccccc2)oc1N1CCCCC1 | 0 | 1 | -3 | -3 | 0 | 1.4 | 20 | 0.0 | 98 | 0.4
CCN1CCN(c2oc(COc3ccc(-c4ccccc4)cc3)nc2C#N)CC1 | 4 | 1.1 | -7 | -1 | -4 | 0.81 | -4 | 1.7 | 98 | 0.3
COc1ncnc2c1oc1nc(CC(C)C)c3c(c12)CC(C)(C)OC3 | -6 | 1 | -2 | -3 | 6 | 1 | 1 | 1.4 | 109 | 0.0
C/C(=N\NC(=O)CC1N=C(Cc2ccccc2)NNC1=O)c1ccccc1 (centres undefined) | 0 | 1 | -3 | 2 | 0 | 1.2 | 8 | 1.6 | 104 | -0.3
CCOC(=O)CSc1nc2ccc(N)cc2s1 | -3 | 0.9 | 6 | -4 | 3 | 0.99 | 17 | -0.5 | 100 | -0.8
Fc1cc(F)c2nc(Nc3nc4c(F)cccc4s3)sc2c1 | -27 | 1 | 3 | -4 | 27 | 1.3 | 3 | -0.1 | 98 | -0.3
Cc1ccc(NC(=O)c2cc(N3CCOCC3)nc3ccccc23)cc1 | -3 | 1 | 0 | -4 | 3 | 0.66 | 0 | 1.9 | 97 | -0.1
O=C(c1ccccc1)c1ccc2nc(N3CCCCC3)c3nncn3c2c1 | -29 | 1.1 | -11 | 3 | 29 | 0.75 | 17 | 1.0 | 101 | -0.2
O=C(CN1C(=O)NC2(CCCc3ccccc32)C1=O)N1CCN(C(=O)c2ccco2)CC1 (centres undefined) | 7 | 1.1 | -9 | 1 | -7 | 1 | 16 | -0.5 | 102 | 0.1
CCN1CCN(CCCNC(=O)c2csc3c2CCCCC3)CC1 | -4 | 1.1 | -7 | -2 | 4 | 1.2 | 1 | 0.0 | 104 | 0.1
CCOC(=O)c1cnc(SCc2ccc(C)cc2)nc1N | -18 | 1.1 | -8 | 1 | 18 | 2.2 | -9 | 0.5 | 140* | 0.2
Cc1cnc(C(=O)Nc2ccc3c(c2)CCC3)cn1 | -163 | 0.5 | 48 | -6 | 163* | 7.4* | 0 | 2.3 | 122 | -0.1
CN(c1ccc(C(=O)NCc2ccc3c(c2)OCO3)cc1)S(C)(=O)=O | -3 | 1 | 0 | -1 | 3 | 1.3 | -11 | 2.8 | 101 | -0.3
O=C(O)C/C=C(\NC(=O)OCc1ccccc1)C(=O)OCc1ccccc1 | 4 | 1.1 | -5 | -1 | -4 | 1.5 | 3 | -0.4 | 102 | -0.4
CCN(CC(=O)Nc1ccc(OC)c(Cl)c1)CC(=O)NC(C)C | 11 | 1 | -2 | -3 | -11 | 1.1 | 4 | -0.5 | 107 | -0.5
Cc1ccc(NC2=NCCCCC2)cc1 | 6 | 1 | -4 | -5 | -6 | 0.9 | 4 | 0.3 | 99 | 0.1
CONc1nc(NC(C)(C)C)nc(OCC#N)n1 | -13 | 1 | -5 | 3 | 13 | 0.9 | 9 | 0.0 | 112 | -0.4
O=C(O)C1Cc2ccccc2CN1S(=O)(=O)/C=C/c1ccccc1 (centres undefined) | -12 | 1 | -1 | -4 | 12 | 1.2 | -1 | -0.3 | 95 | 0.0
Cc1ccc(N=Cc2sccc2C)cc1C | 10 | 0.8 | 20 | -5 | -10 | 1.1 | 0 | -0.7 | 98 | 0.0
CCc1ccc(NC2=NCC(c3ccccc3)S2)cc1 (centres undefined) | -30 | 1 | 3 | -1 | 30 | 3.2 | 2 | 0.4 | 130* | 0.5
C#CCn1c(=O)cc(C)c2ccccc21 | -21 | 1 | -1 | -3 | 21 | 2 | 11 | 0.1 | 93 | 0.1
S=C(Nc1ccc(Oc2ccccc2)cc1)N(CCCN1CCOCC1)Cc1ccccn1 | 2 | 1 | -4 | -2 | -2 | 1.3 | -2 | -2.4 | 102 | -0.2
Cc1ccc2nc(N3CCN(C=O)CC3)nc(-c3ccccc3)c2c1 | 11 | 1 | -3 | -1 | -11 | 0.8 | 7 | 2.9 | 95 | -0.4
Cc1ccc(Oc2ncccc2COC(=O)Nc2ccccc2C)cc1 | -6 | 1 | 0 | -2 | 6 | 1.3 | 2 | -1.0 | 101 | -0.3
Cc1c(NC(=O)C2(c3ccccc3)CCCC2)c(=O)n(-c2ccccc2)n1C | -7 | 1 | -5 | -1 | 7 | 1.2 | -4 | 0.1 | 101 | 0.0
COc1ccc(C(c2nnnn2C2CCCC2)N2CCC(C)CC2)cc1 (centres undefined) | -30 | 1 | 0 | 1 | 30 | 1.1 | 3 | 1.8 | 108 | -0.4
Cc1ccc(N2C(=O)C(CN3CCCC3)C2c2ccccc2)cc1 (centres undefined) | 8 | 1.1 | -6 | -2 | -8 | 0.73 | 4 | -0.2 | 89 | -0.2
COc1ccc(-n2c(COc3cccc4ccccc34)nnc2SC(C)C(=O)O)cc1 (centres undefined) | -1 | 1 | -2 | 7 | 1 | 1.1 | -4 | 0.0 | 101 | -0.1
COc1ccc(-n2ncc3c(NCC4CCCO4)ncnc32)cc1 (centres undefined) | -114 | 0.6 | 38 | 4 | 114 | 2.7 | 1 | 2.0 | 172* | -0.3
O=C1C=CC(=O)C(C2=C3C(=O)N(CCc4ccccc4)CC(=O)N3CCC2)=C1 | 65* | 0.7 | 26 | 3 | -65 | 0.84 | 12 | -0.4 | 106 | -0.2
Clc1ccc(/C=N/Nc2nn[nH]n2)cc1 | -7 | 1 | -5 | -1 | 7 | 1.4 | 4 | -0.6 | 95 | 0.1
O=C(COc1ccccc1)N1CCCC1 | 12 | 1 | 0 | -3 | -12 | 1.2 | 2 | 0.5 | 101 | -0.4
O=C(Oc1ccc2c(c1)OCO2)c1ccncc1 | 2 | 1 | 0 | 0 | -2 | 0.93 | 1 | 1.3 | 92 | -0.2
O=C(COC(=O)Cn1cnc2ccccc2c1=O)NCCC1=CCCCC1 | -3 | 1.1 | -7 | -2 | 3 | 1.2 | 2 | 9.3 | 106 | -0.2
N#Cc1ccc(OCc2nnc(-c3ccc([N+](=O)[O-])cc3)o2)cc1 | -13 | 1.1 | -6 | -2 | 13 | 1.1 | -3 | -2.0 | 99 | -0.3
COc1ccc(C2NC(=S)NC(C)=C2C(=O)Nc2ccccn2)cc1OC (centres undefined) | -16 | 1.1 | -7 | -6 | 16 | 1.2 | 9 | -0.7 | 89 | -0.4
Nc1nc(CN2CCN(C(=O)c3ccco3)CC2)nc(Nc2cccc(Cl)c2)n1 | 7 | 1.1 | -10 | -2 | -7 | 0.92 | 9 | 0.1 | 101 | 0.1
c1ccc(C(c2ccccc2)c2noc(CN3CCN(CC4CC4)CC3)n2)cc1 | -4 | 1 | -2 | -2 | 4 | 1.2 | 4 | 0.2 | 96 | 0.1
O=C(COn1nnc2ccccc21)NCC1CCCCC1 | -6 | 1 | -3 | -2 | 6 | 1.9 | 8 | -0.1 | 129* | -0.2
Cc1ccc(NC(=O)Cn2c(O)c(N=NS(=O)(=O)c3ccc(C)cc3)c3ccccc32)cc1 | 5 | 1 | 0 | -7 | -5 | 1.1 | -2 | -0.2 | 100 | -0.1

A stretch from the list above:
SMILES | APP transl inh | FLuc act counter | FLuc inh counter | HMGR II inh | APP 5'UTR act | NF-kB neuron act | G6PDH counter | DTT redox prof | STAT1 activator | Hsp70 activator
c1ccc(C(c2ccccc2)c2noc(CN3CCN(CC4CC4)CC3)n2)cc1 | -4 | 1 | -2 | -2 | 4 | 1.2 | 4 | 0.2 | 96 | 0.1
O=C(COn1nnc2ccccc21)NCC1CCCCC1 | -6 | 1 | -3 | -2 | 6 | 1.9 | 8 | -0.1 | 129* | -0.2
Cc1ccc(NC(=O)Cn2c(O)c(N=NS(=O)(=O)c3ccc(C)cc3)c3ccccc32)cc1 | 5 | 1 | 0 | -7 | -5 | 1.1 | -2 | -0.2 | 100 | -0.1

Continued.
SMILES | APP transl inh | FLuc act counter | FLuc inh counter | HMGR II inh | APP 5'UTR act | NF-kB neuron act | G6PDH counter | DTT redox prof | STAT1 activator | Hsp70 activator
S=c1[nH]nc(CSc2nc3ccccc3s2)o1 | -6 | 1 | 0 | 1 | 6 | 1.1 | -2 | -0.1 | 91 | -0.4
C=CCOc1ccccc1C1NC(=O)NC(C)=C1C(=O)NCc1ccccc1 (centres undefined) | 5 | 1.1 | -11 | -1 | -5 | 1.2 | 2 | 0.0 | 102 | -0.2
COc1ccc(CC(=O)Nc2cccc(-c3cn4ccccc4n3)c2)cc1 | 0 | 0.8 | 22 | 0 | 0 | 1 | 5 | -0.2 | 118 | -0.3
COc1ccc(C2c3c(n[nH]c3C)CC(C)(O)C2C(C)=O)cc1OC (centres undefined) | 1 | 1 | 5 | 2 | -1 | 1 | -2 | -0.1 | 94 | -0.3
CCCNCC1COc2ccccc2O1 (centres undefined) | -12 | 1 | -3 | -3 | 12 | 1 | 1 | 0.8 | 104 | 0.0
Cc1cccc(-n2c(SCC(=O)Nc3nnc(C)s3)nnc2-c2ccoc2C)c1 | 3 | 1 | -1 | 1 | -3 | 1.1 | 8 | 0.7 | 91 | -0.1
Cc1cc2n(c1)CCn1c(C)ccc1-2 | -5 | 1 | -2 | -13 | 5 | 1 | 7 | 2.2 | 99 | -0.1
CCOC(=O)c1cccc(S(=O)(=O)N2CCCC2)c1 | -4 | 1.1 | -7 | -4 | 4 | 1.2 | -1 | -0.2 | 105 | -0.2
CCn1c(=O)cc(SCC(=O)N2CCOCC2)c2ccccc21 | -14 | 1 | -4 | 1 | 14 | 1.3 | -7 | 1.2 | 86 | -0.3
CCOC(=O)c1c(CN2CCCCC2)n(C)c2cc(Br)c(O)cc12 | 10 | 1 | 0 | 4 | -10 | 1.1 | 1 | 0.0 | 95 | -0.5
CCC1C(=O)N=C(SCC(=O)Nc2ccccc2)NC1=O (centres undefined) | -5 | 1.1 | -8 | 0 | 5 | 1.2 | -2 | 0.8 | 100 | -0.1
Nc1ccc2nc(NC(=O)C3CCCCC3)sc2c1 | -121 | 0.6 | 38 | -5 | 121 | 4.8* | 6 | 0.1 | 146* | 0.1
Cc1ccc2nsnc2c1S(=O)(=O)NCc1ccc2c(c1)OCO2 | -10 | 1 | -5 | -5 | 10 | 1 | -2 | -0.1 | 97 | -0.1

Single records, as listed above:
c1ccc(C(c2ccccc2)c2noc(CN3CCN(CC4CC4)CC3)n2)cc1 is entered as APP transl inh = -4; FLuc act counter = 1; FLuc inh counter = -2; HMGR II inh = -2; APP 5'UTR act = 4; NF-kB neuron act = 1.2; G6PDH counter = 4; DTT redox prof = 0.2; STAT1 activator = 96; Hsp70 activator = 0.1
O=C(c1ccccc1)c1ccc2nc(N3CCCCC3)c3nncn3c2c1 is entered as APP transl inh = -29; FLuc act counter = 1.1; FLuc inh counter = -11; HMGR II inh = 3; APP 5'UTR act = 29; NF-kB neuron act = 0.75; G6PDH counter = 17; DTT redox prof = 1.0; STAT1 activator = 101; Hsp70 activator = -0.2
